Screening data (PubChem)
ZTA DNA inh: ZTA (EBV) inhibition in EBNA-1 counter-screen; P03206; ZTA-DNA binding, fluorescence polarization; inhibition, % at 11 µM; actives 0.15% (n = 320,000); AID 2234; in the data active means inhibition above about 33%
PAFAH1B3 inh: blocks human PAF acetylhydrolase 1B catalytic subunit 3; recombinant PAFAH1B3, FP-rhodamine probe, fluorescence polarization; AID 492972; Q15102; actives 0.28% (n = 340,000); inhibition, % at 3.39 µM;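 active means inhibition above the screen-wide average of all tested compounds plus 3 SD, cut at about 25% in these data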;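 further: 0% = enzyme with DMSO only and 100% = wells lacking PAFAH1B3 protein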
PAFAH2 inh: PAFAH2 (human) inhibition | Q99487 | recombinant PAFAH2, FP-rhodamine activity probe, fluorescence polarization | inhibition, % at 3.39 µM | actives 0.99% (n = 340,000) | AID 492956;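 active means inhibition above the mean over all tested compounds plus 3 SD, cut at about 30% in these data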;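 further: inhibitors block probe labeling of enzyme so polarization drops; 0% = enzyme with DMSO and 100% = wells lacking PAFAH2 protein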
pPAFAH inh: pPAFAH (human) enzyme inhibition; Q13093; recombinant pPAFAH, FP-rhodamine probe fluorescence polarization; inhibition, % at 3.39 µM; actives 1.5% (n = 330,000); AID 463082;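 active means inhibition above the mean inhibition across the screen plus 3 SD, cut at about 25% in these data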;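 further: inhibitors block binding of the rhodamine activity-based probe so polarization drops; 0% = enzyme with DMSO and 100% = wells lacking pPAFAH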
LYPLA2 inh: counter-screen for PME1 inhibitors: inhibitors of human LYPLA2; O95372; recombinant LYPLA2, FP-Rh probe fluorescence polarization; inhibition, % at 5.9 µM; actives 0.38% (n = 320,000);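 active means inhibition above the screen-wide mean plus 3 SD, limit set per campaign, cut at about 26% in these data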;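 further: 0% = LYPLA2 with DMSO and 100% = wells lacking LYPLA2 enzyme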
PREPL inhibitor: inhibits the human prolyl oligopeptidase-like enzyme | AID 2751 | inhibition, % at 5.96 µM | actives 0.68% (n = 320,000) | recombinant PREPL, fluorescence polarization activity-based probe | Q4J6C6; in the data active means inhibition above about 43%;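 further: 0% = enzyme with DMSO and 100% = wells lacking enzyme; many of its hits are not listed in these tables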
Target sequence (Q4J6C6 whole entry, looked up): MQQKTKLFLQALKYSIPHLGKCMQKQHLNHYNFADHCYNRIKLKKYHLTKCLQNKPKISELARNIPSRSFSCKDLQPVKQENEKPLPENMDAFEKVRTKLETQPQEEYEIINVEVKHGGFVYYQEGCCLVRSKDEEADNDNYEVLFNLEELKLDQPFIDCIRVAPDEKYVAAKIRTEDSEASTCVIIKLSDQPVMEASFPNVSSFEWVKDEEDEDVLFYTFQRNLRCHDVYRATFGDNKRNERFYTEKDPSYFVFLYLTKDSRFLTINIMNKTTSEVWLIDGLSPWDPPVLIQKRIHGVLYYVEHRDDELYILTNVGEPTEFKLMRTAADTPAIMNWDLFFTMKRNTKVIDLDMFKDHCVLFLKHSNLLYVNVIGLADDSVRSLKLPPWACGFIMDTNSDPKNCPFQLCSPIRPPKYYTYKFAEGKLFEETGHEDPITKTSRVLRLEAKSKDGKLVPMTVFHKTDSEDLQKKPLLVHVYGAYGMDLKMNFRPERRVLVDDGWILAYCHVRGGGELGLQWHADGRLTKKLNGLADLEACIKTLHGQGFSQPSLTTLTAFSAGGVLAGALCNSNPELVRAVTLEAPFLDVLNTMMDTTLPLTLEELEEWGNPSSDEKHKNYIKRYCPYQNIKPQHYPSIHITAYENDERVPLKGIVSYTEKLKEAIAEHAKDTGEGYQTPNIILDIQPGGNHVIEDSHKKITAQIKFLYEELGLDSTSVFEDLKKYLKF
PAFAH1B2 FP inh: inhibitors of human PAFAH1B2; P68402; recombinant PAFAH1B2, FP-rhodamine activity probe, fluorescence polarization; inhibition, % at 3.39 µM; actives 1.2% (n = 340,000); AID 492953;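 active means inhibition above the mean of all tested compounds plus 3 SD, cut at about 24% in these data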;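 further: 0% = enzyme with DMSO and 100% = wells lacking PAFAH1B2; many of its hits are not listed in these tables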
EBNA-1 inh: blocks EBNA-1 binding to DNA | AID 1950 | inhibition, % at 14.8 µM | actives 0.34% (n = 300,000) | EBNA-1 DNA binding, fluorescence polarization; in the data active means inhibition above about 28%
LYPLA1 counter: blocks human lysophospholipase 1, a PME1 counter-screen. O75608. recombinant LYPLA1, FP-Rh probe fluorescence polarization. inhibition, % at 5.9 µM. actives 0.16% (n = 320,000). AID 2174;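 active means inhibition above the mean of all tested compounds plus 3 SD, set per campaign, cut at about 14% in these data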;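 further: inhibitors block serine hydrolase probe labeling of LYPLA1 so polarization falls; 0% = enzyme with DMSO and 100% = wells lacking LYPLA1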
Target sequence (O75608 whole entry, looked up): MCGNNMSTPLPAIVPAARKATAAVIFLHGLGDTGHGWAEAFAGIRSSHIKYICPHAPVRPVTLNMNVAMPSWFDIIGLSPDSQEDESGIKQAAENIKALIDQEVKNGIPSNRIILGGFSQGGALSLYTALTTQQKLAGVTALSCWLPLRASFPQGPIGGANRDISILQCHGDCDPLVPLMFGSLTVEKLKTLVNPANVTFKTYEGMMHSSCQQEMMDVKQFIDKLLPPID
Numbers without * were called inactive; . = not tested or not shown.

SMILES	ZTA DNA inh	PAFAH1B3 inh	PAFAH2 inh	pPAFAH inh	LYPLA2 inh	PREPL inhibitor	PAFAH1B2 FP inh	EBNA-1 inh	LYPLA1 counter
Cc1ccc(C(=O)NNc2c3ccccc3nc3ccccc23)cc1	3	8	14	20	5	35	2	-5	-1
Cc1cc(-c2n[nH]c(=S)n2/N=C/c2ccco2)n[nH]1	-12	-4	-5	3	3	6	4	2	-1
CCN(CC)S(=O)(=O)c1cccc(NC(=O)COC(=O)c2cc(C)oc2C)c1	-1	-3	39*	4	8	-2	-4	2	0
COc1ccc(/C=C(\C#N)C(=O)NCCc2ccccc2)cc1OCc1ccccc1	-15	-2	-27	-8	-2	-17	3	-5	-4
Cc1ccc(C(=O)NCCSC(C)(C)C)cc1	2	8	0	5	3	15	1	-5	0
COCCN(C(=O)CSc1nnc(Nc2ccccc2F)s1)c1c(N)n(Cc2ccccc2)c(=O)[nH]c1=O	9	6	-3	1	-2	-10	5	4	-3
CCC(Sc1nc2ccccc2c(=O)n1CC1CCCO1)C(=O)NCc1cccnc1 (configuration not stated)	0	1	-4	4	-2	11	0	3	-2
COc1ccccc1N1CCN(c2nc(C)cc(=O)[nH]2)CC1	-13	10	8	2	9	3	2	-5	6
COC(=O)CCSc1cc([N+](=O)[O-])cc2c1c(C1OCCO1)nn2-c1ccccc1	14	-6	4	6	3	4	1	1	-4
O=C(CSc1n[nH]c(-c2ccccc2)n1)Nc1ccc(F)cc1F	-10	3	-5	-4	8	8	0	9	3
COc1cccc(C(C(=O)NC(C)(C)C)N(C(=O)CCC(=O)Nc2cc(C)on2)C(C)(C)C)c1OC (configuration not stated)	-6	4	4	0	2	20	0	5	1
O=C1c2ccccc2CN2C(=O)c3ccccc3CN12	1	9	2	-2	2	2	3	4	-3
CCOc1ccc(NC(=O)CN(C)C(=O)c2ccc(N3CCCC3)c([N+](=O)[O-])c2)cc1OCC	1	-2	0	-8	0	8	3	-1	-3
CN1CCN(S(=O)(=O)CC2(C)C3CCC2(C)C(=O)C3Br)CC1 (configuration not stated)	-3	0	4	4	-3	-12	1	2	1
COc1ccccc1OCC(=O)NC1CCCCCC1	-5	9	-5	1	4	11	-2	-6	1
CC1(C)Cc2c(c(N3CCCC3)nc3sc4c(N5CCN(CCO)CC5)ncnc4c23)CO1	9	-3	-4	14	-5	48*	-2	1	-1
NC(=O)CSC1=N/C(=C\c2ccco2)C(=O)N1c1ccc(OC(F)F)cc1	10	2	6	14	-2	11	10	-5	-2
COc1ccc(-n2nc(C(=O)NCC(=O)Nc3ccccn3)c3ccccc3c2=O)cc1	-8	7	5	1	4	21	3	-10	0
CN(C)C=NC(=O)/C(C#N)=C/c1ccccc1	2	5	-1	2	-4	-6	-1	2	0
Cc1cc(NC(=O)CSc2nc3ccccc3c(=O)n2C2CCCC2)no1	-6	2	-2	30*	-3	7	0	0	-3
Cc1ccc(C(=O)NCC(=O)N/N=C/c2cccs2)cc1C	-9	10	-6	-6	-7	6	3	-5	-7
O=C(CN1C(=O)S/C(=C/c2ccccn2)C1=O)N1CCOCC1	6	0	-1	-1	-1	-5	-4	7	-1
CS(=O)(=O)c1ccc(Cl)c(NC(=O)CCl)c1	-4	5	-6	1	8	12	12	-3	6
CCCCn1c(=O)n(CC(=O)Nc2c(CC)cccc2CC)c(=O)c2c1nc(CO)n2CCC	13	1	-8	3	6	6	2	1	1
CN1C(=O)CC(C(=O)Nc2ccc(F)cc2)SC1=Nc1ccc2c(c1)OCO2 (configuration not stated)	-10	6	-3	6	9	12	2	-1	-1
NC(=O)CN1CCN(c2ccccc2F)CC1	7	7	-1	-4	-6	-4	1	-11	-3
COc1ccc2c(c1)C=C(C(=O)NCc1ccc(Cl)cc1)CO2	-5	6	-1	7	-3	11	0	10	-5
O=C(NC1CCCCC1)C(c1ccncc1)N(Cc1ccc2c(c1)OCO2)C(=O)C(F)(F)F (configuration not stated)	-9	8	25	5	7	6	4	-2	-1
O=C(NCCCn1ccnc1)c1ccc(-c2ccccc2)cc1	9	6	5	4	-8	-1	2	5	-1
OC(CN1c2ccccc2Sc2ccccc21)Cn1nnc2ccccc21 (configuration not stated)	8	2	8	15	3	10	4	-1	3
O=[N+]([O-])c1ccc(C=Nc2cccc3ccccc23)s1	0	15	66*	7	0	10	9	2	0
Cn1nc(C(=O)N2CCN(c3cccc(Cl)c3)CC2)c2c1-c1ccccc1S(=O)(=O)C2	4	11	6	6	0	12	3	11	1
COc1cccc(/C=N/NC(=O)Cn2nc(C)c([N+](=O)[O-])c2C)c1O	13	11	-3	2	4	3	4	0	-3
Cc1ccc([N+](=O)[O-])cc1-c1ccc(/C=N/NC(=O)c2cc3c(ccc4ccccc43)o2)o1	-4	7	-12	7	-9	10	-10	-1	-6
COc1ccc(C(=O)N2CCC(N3CCN(c4ccccc4)CC3)CC2)cc1	0	8	14	2	-4	12	2	8	-4
CC(C)C(C)(C#N)NC(=O)CN1C(=O)NC2(CCCc3ccccc32)C1=O (configuration not stated)	6	2	-4	0	5	3	1	-6	7
COc1ccc(CCNC(=O)COC(=O)Cc2cc(OC)c(OC)c(OC)c2)cc1	6	4	-1	3	8	-1	-4	0	4
CCOc1ccc(S(=O)(=O)N2CCN(c3ccccn3)CC2)cc1	-20	10	5	2	-3	-73	-2	-3	1
CC1C2(C)OCC(C#N)(C(=N)O2)C1(C#N)C#N (configuration not stated)	-9	.	.	2	5	11	.	-8	-1
COC(=O)CN1C(c2ccccc2O)Nc2ccc(Br)cc2C1c1ccccc1 (configuration not stated)	13	-2	0	4	-6	4	0	11	2

Looked up by structure from above:
SMILES	ZTA DNA inh	PAFAH1B3 inh	PAFAH2 inh	pPAFAH inh	LYPLA2 inh	PREPL inhibitor	PAFAH1B2 FP inh	EBNA-1 inh	LYPLA1 counter
OC(CN1c2ccccc2Sc2ccccc21)Cn1nnc2ccccc21 (configuration not stated)	8	2	8	15	3	10	4	-1	3
Cc1ccc([N+](=O)[O-])cc1-c1ccc(/C=N/NC(=O)c2cc3c(ccc4ccccc43)o2)o1	-4	7	-12	7	-9	10	-10	-1	-6

Next compounds
SMILES	ZTA DNA inh	PAFAH1B3 inh	PAFAH2 inh	pPAFAH inh	LYPLA2 inh	PREPL inhibitor	PAFAH1B2 FP inh	EBNA-1 inh	LYPLA1 counter
Cc1ccc(SCC(=O)NC(=O)NC(C)C)c(C)c1	-7	8	-1	3	3	-1	9	-14	0
C=C(C)C(=O)O[C@H]1C/C(C)=C\C(=O)/C=C(\C)[C@H](O)[C@@H]2OC(=O)C(=C)[C@@H]21	23	-5	-10	4	-4	2	-2	11	-4
CCCCN(C1CCS(=O)(=O)C1)S(=O)(=O)c1ccc(OC)c(OC)c1 (configuration not stated)	15	-2	8	1	-2	21	3	5	-1
CCOC(=O)c1c(C)[nH]c(C(=O)COC(=O)c2oc3ccc(OC)cc3c2C)c1C	0	-2	0	-8	-8	-7	0	-7	-6
Brc1ccc(C=Nc2ccc(Nc3ccccc3)cc2)s1	-3	7	-4	11	4	99*	8	0	1
Cc1ccc(C(=O)OCC(=O)N(CC(C)C)c2c(N)n(Cc3ccccc3)c(=O)[nH]c2=O)s1	-9	-3	10	5	7	7	3	3	2
COC(C(=O)Nc1ccnn1C1CCN(Cc2ccc(C)s2)CC1)c1ccccc1 (configuration not stated)	3	8	6	2	5	6	9	1	-3
Cc1cc(NS(=O)(=O)c2ccc(NC(=S)NC(=O)c3ccc(F)cc3)cc2)no1	-10	7	-1	4	3	-8	4	2	3
O=C(/C=C/NNC(=O)c1ccccc1)c1ccc(Br)cc1	10	15	2	-5	-22	-9	10	-7	-13
O=C(O)C1CC=CCC1C(=O)Nc1ccc2c(c1)OCCO2 (configuration not stated)	5	-5	1	4	-1	10	-3	5	-2
NS(=O)(=O)c1ccc(CCNC(=O)c2ccc(Cl)c(S(=O)(=O)N3CCCCC3)c2)cc1	.	2	3	7	.	-3	0	.	.
CC1CN(C(=O)C2(C)CC2(Br)Br)CC(C)O1 (configuration not stated)	5	9	0	4	-1	2	0	2	-3
COc1ccccc1Nc1nc(N)nc(CN2CCCCCC2)n1	2	4	-3	2	-6	22	-4	4	-1
CC(=O)Nc1ccc(/C=N/N2C(C)CCCC2C)cc1 (configuration not stated)	0	6	-2	14	-1	-6	1	-1	-4
O=C(NCc1ccco1)/C(=C\c1cccs1)NC(=O)c1ccsc1	-32	-3	6	-6	10	9	3	-6	4
CCOc1ccc(C(=O)c2cc([N+](=O)[O-])ccc2N2CCOCC2)cc1	-1	-2	6	-2	-5	12	4	2	-2
COc1ccc(CCNC(=O)C(Sc2ccccn2)c2ccccc2)cc1OC (configuration not stated)	-4	3	-3	0	1	17	1	-19	1
CCOc1ccc(OCC(=O)NCCc2nc3ccccc3[nH]2)cc1	7	0	3	1	-1	-1	7	8	0
CCCC(=O)c1ccc(-c2ccccc2)cc1	0	-2	-4	4	5	-10	-3	10	0
COc1ccc(C(=O)NCCOC(C)C)cc1OC1CCN(C(C)=O)CC1	-8	4	12	0	0	4	5	-1	-2
CC(=O)c1ccccc1NC(=O)CSc1nnc(Cc2csc(C)n2)o1	-7	6	3	-5	3	20	6	-8	1
O=C(N[C@@H](Cc1ccccc1)C(=O)OCc1ccccc1)c1nc[nH]c1C(=O)N1CCNCC1	.	-7	5	4	.	5	-3	.	.
N#C/C(=C\Nc1ccccn1)S(=O)(=O)c1ccc(Cl)cc1	8	11	2	8	-2	-3	10	3	-2
NS(=O)(=O)c1ccc(CCNC(=O)CCNC(=O)c2ccco2)cc1	5	8	0	-2	1	-5	-1	8	1
COc1ccccc1CNC(=O)C12CC3CC(CC(C3)C1)C2	-1	4	0	-7	5	4	6	-12	0
CCCOc1ccc(C2c3c(oc4cc(C)c(C)cc4c3=O)C(=O)N2CCCN(C)C)cc1OCC (configuration not stated)	1	11	-9	1	-7	-2	0	9	1
COc1cccc(CNC(=O)COc2cccc3c2OC(C)(C)C3)c1	-7	0	3	-8	2	-11	0	-14	4
COc1ccc(C(=O)NC(C)c2nnc(SCC(=O)Nc3nc4ccccc4s3)n2C)cc1 (configuration not stated)	6	2	-2	-3	5	37	23	9	1
O=C(NCC1COc2ccccc2O1)c1ccc(NC(=O)C(c2ccccc2)c2ccccc2)cc1 (configuration not stated)	-25	-2	-9	-14	-73	-17	-2	-3	-19
CNc1nc(SC)nc(N2CCOCC2)n1	-1	5	-5	2	-3	-4	5	-4	-3
Cc1ccc(SCCC(=O)Nc2ccc(OCc3ccccc3)cc2)cc1	18	-2	-1	6	-2	5	0	3	1
CCN(CC)CCCNC(=O)c1cn(C)c2ccc(S(=O)(=O)N(C)C3CCCCC3)cc2c1=O	-3	5	8	1	5	11	3	-16	0
O=C(NCC(=O)N(c1ccccc1)C(C(=O)NC1CCCC1)c1ccncc1)c1ccco1 (configuration not stated)	-12	1	8	7	1	-10	0	-8	3
O=C(OCC(O)CO)c1ccccc1Nc1ccnc2cc(Cl)ccc12 (configuration not stated)	-1	-4	6	-2	0	27	-6	6	-6
COc1ccc(/C=C(\NC(=O)c2ccccc2)C(=O)NCC2CCCO2)cc1 (configuration not stated)	5	-3	4	0	5	-2	2	-10	5
CC1(C(=O)NC2CCCCCCC2)CC1(Cl)Cl (configuration not stated)	-6	-2	-1	-1	-2	-7	7	-4	-1
CCOC(=O)c1[nH]cnc1C(=O)N1CCN(C(=O)OC(C)(C)C)CC1	11	-7	14	2	-5	-3	0	.	-3

Printed as active in PAFAH2 inh (from the list above):
SMILES,PAFAH1B3 inh,PAFAH2 inh,pPAFAH inh,PREPL inhibitor,PAFAH1B2 FP inh,EBNA-1 inh
CCN(CC)S(=O)(=O)c1cccc(NC(=O)COC(=O)c2cc(C)oc2C)c1,-3,39*,4,-2,-4,2
O=[N+]([O-])c1ccc(C=Nc2cccc3ccccc23)s1,15,66*,7,10,9,2

The list is partial; rates above refer to the full screens.
